From PubChem
GluA2 TARP mod: modulators of AMPA receptor GluA2-stargazin complexes | HEK293 GluA2+stargazin, membrane potential dye (FDSS), glutamate EC50; hits were called plate by plate, in both directions | hit rate 3.5% among 40,000 | O88602+P19491 | AID 1259245 | calls only at 30 µM;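 active = any of four per-well response measures lying three or more SD from its plate-wide compound average, in either direction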
Target sequence (O88602 whole entry, looked up): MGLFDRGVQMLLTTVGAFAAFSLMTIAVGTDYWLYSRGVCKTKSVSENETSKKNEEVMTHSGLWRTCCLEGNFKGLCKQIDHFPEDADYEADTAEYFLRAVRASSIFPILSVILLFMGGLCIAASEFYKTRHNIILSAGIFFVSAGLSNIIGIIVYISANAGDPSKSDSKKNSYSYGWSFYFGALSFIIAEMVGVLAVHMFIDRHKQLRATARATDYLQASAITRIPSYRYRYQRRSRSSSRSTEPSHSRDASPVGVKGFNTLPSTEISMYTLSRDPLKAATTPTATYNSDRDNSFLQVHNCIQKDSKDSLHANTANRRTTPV
Target sequence (P19491 whole entry, looked up): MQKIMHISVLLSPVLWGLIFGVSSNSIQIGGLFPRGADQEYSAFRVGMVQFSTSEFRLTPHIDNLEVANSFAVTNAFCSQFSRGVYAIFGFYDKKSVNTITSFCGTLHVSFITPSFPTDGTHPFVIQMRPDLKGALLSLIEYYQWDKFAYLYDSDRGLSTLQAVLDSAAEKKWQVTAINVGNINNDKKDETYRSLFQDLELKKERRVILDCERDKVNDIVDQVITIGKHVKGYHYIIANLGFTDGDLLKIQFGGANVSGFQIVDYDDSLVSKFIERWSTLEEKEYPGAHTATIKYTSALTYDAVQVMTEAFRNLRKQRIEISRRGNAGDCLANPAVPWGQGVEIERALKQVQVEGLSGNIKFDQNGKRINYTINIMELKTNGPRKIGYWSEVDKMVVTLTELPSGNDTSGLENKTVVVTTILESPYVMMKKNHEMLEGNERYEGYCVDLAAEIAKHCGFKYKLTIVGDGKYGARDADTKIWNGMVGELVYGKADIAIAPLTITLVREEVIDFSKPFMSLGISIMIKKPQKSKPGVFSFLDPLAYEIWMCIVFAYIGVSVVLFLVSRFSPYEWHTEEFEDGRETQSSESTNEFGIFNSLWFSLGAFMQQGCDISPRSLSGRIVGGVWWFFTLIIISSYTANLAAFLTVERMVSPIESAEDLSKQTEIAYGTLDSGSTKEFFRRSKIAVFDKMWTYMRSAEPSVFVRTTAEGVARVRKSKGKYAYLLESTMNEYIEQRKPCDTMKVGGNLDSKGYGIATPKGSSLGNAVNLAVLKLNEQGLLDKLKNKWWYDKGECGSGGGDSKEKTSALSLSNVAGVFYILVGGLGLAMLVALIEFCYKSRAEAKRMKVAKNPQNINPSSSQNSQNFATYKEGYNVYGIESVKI
GluA2 TARP mod agonism max-min: second read-out of GluA2 TARP mod, no call of its own (marks repeat the call); compound max-min signal; compound-alone response (agonism);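 unitless range of fluorescence divided by baseline over first 100 seconds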
GluA2 TARP mod glutamate slope: also measured in GluA2 TARP mod; calls as there; glutamate slope, % of max; measured here: glutamate response slope, % max;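 scaled per plate between vehicle wells and maximal 1 mM glutamate control wells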
Active calls of the source: *; i = inactive; + = active, no number; & = joins results of further samples.

Start of the listing, in advance (15 entries):
SMILES,GluA2 TARP mod,GluA2 TARP mod agonism max-min,GluA2 TARP mod glutamate slope
COCc1cnc2c(c1SCC#N)c(=O)n(C)c(=O)n2C,i,0.063,72
CC(O)(CNC(=O)NC(c1ccccc1)c1ccccc1)c1ccc2c(c1)OCO2 (centres undefined),i,0.099,48
CN(Cc1ccccc1)C(=O)CCn1c(=O)[nH]c2ccccc2c1=O,i,0.095,58
COc1ccc(Cl)cc1C(=O)NCCS(=O)(=O)N1CCc2ccccc2C1,i,0.056,5
O=C(Nc1ccc(CC(=O)N2CCCC2)cc1)c1c(F)cccc1Cl,i,0.039,18
CSc1ccccc1C(=O)Nc1sccc1-c1nc2ccccc2s1,i,0.067,80
O=C(NCCN1CCN(c2ccccc2)CC1)C(=O)Nc1ccc2c(c1)OCCO2,i,0.12,63
O=C(Nc1nnc(CS(=O)(=O)c2ccccc2)o1)c1ccc2c(c1)OCCO2,i,0.095,48
COc1ccc(-c2nc3scc(CCNS(=O)(=O)c4cc(F)ccc4F)n3n2)cc1OC,i,0.13,62
O=C(NCCN1CCN(c2ccc(F)cc2)CC1)C(=O)Nc1ccon1,i,0.077,68
Cc1ccc2oc(C(=O)Nc3cc(C)on3)c(C)c2c1,i,0.09,56
O=C(COc1ccc2ccccc2c1)Nc1cccc(N2CCCCC2=O)c1,i,0.08,57
CCOc1ccc(-c2cccc(NC(=O)COc3ccc(C(=O)c4ccccc4)cc3)c2)nn1,i,0.065,61
Cc1cccc(N2CCn3c2nc2c3c(=O)n(C)c(=O)n2C)c1,i,0.18,81
Cc1cc(C)c2c(n1)sc1c(=O)n(CC(=O)NCc3ccccc3)cnc12,i,0.13,52

This part in full, repeating the preview:
SMILES,GluA2 TARP mod,GluA2 TARP mod agonism max-min,GluA2 TARP mod glutamate slope
COCc1cnc2c(c1SCC#N)c(=O)n(C)c(=O)n2C,i,0.063,72
CC(O)(CNC(=O)NC(c1ccccc1)c1ccccc1)c1ccc2c(c1)OCO2 (centres undefined),i,0.099,48
CN(Cc1ccccc1)C(=O)CCn1c(=O)[nH]c2ccccc2c1=O,i,0.095,58
COc1ccc(Cl)cc1C(=O)NCCS(=O)(=O)N1CCc2ccccc2C1,i,0.056,5
O=C(Nc1ccc(CC(=O)N2CCCC2)cc1)c1c(F)cccc1Cl,i,0.039,18
CSc1ccccc1C(=O)Nc1sccc1-c1nc2ccccc2s1,i,0.067,80
O=C(NCCN1CCN(c2ccccc2)CC1)C(=O)Nc1ccc2c(c1)OCCO2,i,0.12,63
O=C(Nc1nnc(CS(=O)(=O)c2ccccc2)o1)c1ccc2c(c1)OCCO2,i,0.095,48
COc1ccc(-c2nc3scc(CCNS(=O)(=O)c4cc(F)ccc4F)n3n2)cc1OC,i,0.13,62
O=C(NCCN1CCN(c2ccc(F)cc2)CC1)C(=O)Nc1ccon1,i,0.077,68
Cc1ccc2oc(C(=O)Nc3cc(C)on3)c(C)c2c1,i,0.09,56
O=C(COc1ccc2ccccc2c1)Nc1cccc(N2CCCCC2=O)c1,i,0.08,57
CCOc1ccc(-c2cccc(NC(=O)COc3ccc(C(=O)c4ccccc4)cc3)c2)nn1,i,0.065,61
Cc1cccc(N2CCn3c2nc2c3c(=O)n(C)c(=O)n2C)c1,i,0.18,81
Cc1cc(C)c2c(n1)sc1c(=O)n(CC(=O)NCc3ccccc3)cnc12,i,0.13,52
COc1ccc(CC(=O)N2CCN(c3ncnc4c3nnn4-c3ccc(F)cc3)CC2)cc1OC,i,0.078,63
CC1CCN(C(=O)CN2CCN(c3nccn3-c3cccc(Cl)c3)CC2)CC1,i,0.072,32
Cc1ccc(NC(=O)C(=O)NCCc2ccc(Cl)cc2)c([N+](=O)[O-])c1,i,0.085,53
CC(C)Oc1ccc2c(=O)c(-c3ccccc3F)coc2c1,i,0.065,61
COc1nn(C)cc1-c1nnc(SCCc2ccccc2)n1C,i,0.072,69
COCc1nc2ccccc2n1CC(O)COc1ccc(Cl)c(C)c1 (centres undefined),i,0.14,60
O=C(NCCC1=CCCCC1)C1CN(C(=O)c2cccs2)C1,i,0.048,55
Cc1cc(C)n(-c2nc3c(c(=O)n(CCN4CCOCC4)c(=O)n3C)n2CCC(C)C)n1,i,0.021,37
Cc1cc(S(=O)(=O)N2CCCCC2CCNC(=O)C(=O)NCCN2CCOCC2)ccc1F (centres undefined),i,0.077,54
COc1ccc(C(=O)Nc2ccc(N3CCCC3=O)cc2)cc1,+,0.09*,30*
O=S(=O)(c1cccc(Cl)c1Cl)N1CCN(c2ccc(-c3ccco3)nn2)CC1,i,0.04,29
Cc1cc(C)c(NC(=O)Cn2c(=O)n(Cc3cccs3)c(=O)c3ncccc32)c(C)c1,i,0.051,55
Cn1c2c(c(=O)[nH]c1=O)C(c1ccco1)NC(=O)N2 (centres undefined),i,0.072,59
COc1ccc(S(=O)(=O)N2CCCc3cc(NC(=O)c4cccc(OC)c4)ccc32)cc1,i,0.11,68
CCOCCCNC(=O)c1c(N)n(-c2ccc(C(C)=O)cc2)c2nc3ccccc3nc12,i,0.13,66
O=C(NCCn1ncc2c(N3CCOCC3)ncnc21)C1(c2cccs2)CCCC1,i,0.093,74
O=C(NCCc1c[nH]c2ccccc12)C(=O)Nc1ccc(Cl)cn1,i,0.085,59
O=C(c1cc2ccccc2[nH]1)N1CCN(Cc2nc(-c3ccc(F)cc3)cs2)CC1,i,0.16,42
COc1cc(C(C)=O)ccc1OCC(O)CN1CCN(c2ccccc2)CC1 (centres undefined),i,0.13,68
CCc1nc2sc(C(c3ccc(Cl)cc3Cl)N3CCCC3)c(O)n2n1 (centres undefined),i,0.082,53
O=C(NCc1ccco1)C1CN(c2nc3c(C(F)(F)F)cccc3s2)C1,i,0.094,65
CCOCCn1c(=O)c2c(nc3n(-c4ccc(C(=O)OCC)cc4)c(C)c(C)n23)n(C)c1=O,i,0.12,61
COC(=O)c1ccccc1NC(=O)c1ccc2c(c1)CC(c1ccc(C)cc1)OC2=O (centres undefined),i,0.042,45
CCOc1ccc(-n2nnnc2CN2CCN(C(=O)c3ccc(C(C)(C)C)cc3)CC2)cc1,i,0.089,67
CCC1CCCCN1C(=O)CSc1c(C)[nH]c2ccccc12 (centres undefined),i,0.078,41
O=C(CSc1ccc(NC(=O)c2ccco2)nn1)NCc1ccc2c(c1)OCO2,i,0.086,44
CN(Cc1ccccc1)S(=O)(=O)c1ccc(C(=O)Nc2ccc(S(C)(=O)=O)cc2)cc1,i,0.062,69
O=C(COc1ccc2ccccc2c1)Nc1ccc(N2CCCCC2=O)cc1,i,0.079,48
COc1ccc(C)c2sc(N(CCN3CCOCC3)C(=O)c3ccc(Br)s3)nc12,+,0.35*,65*
COc1ccc(S(=O)(=O)N2CCOC2CNC(=O)C(=O)NCCCN2CCOCC2)cc1 (centres undefined),i,0.046,56
CC(C)(C)n1ncc2c(=O)n(NC(=O)c3ccc(S(=O)(=O)N4CCCC4)cc3)cnc21,i,0.037,48
O=C(NC1CC1)C1CCN(C(=O)Nc2cccs2)CC1,i,0.13,51
CN1C(=O)CCc2cc(NC(=O)C3c4ccccc4Oc4ccccc43)ccc21,i,0.15,61
CCc1cccc2sc(N(CC3CCCO3)C(=O)C3CCCC3)nc12 (centres undefined),i,0.11,58
COc1ccc(OC)c2sc(N(CC3CCCO3)C(=O)c3cc(C)oc3C)nc12 (centres undefined),i,0.08,67

More structures
SMILES,GluA2 TARP mod,GluA2 TARP mod agonism max-min,GluA2 TARP mod glutamate slope
COc1ccc(N2CC(C)Cn3c2nc2c3c(=O)n(C/C=C/c3ccccc3)c(=O)n2C)cc1 (centres undefined),i,0.097,23
Cc1noc(C)c1S(=O)(=O)NCC(c1cccs1)N(C)C (centres undefined),i,0.1,48
CSc1ncccc1C(=O)NCC(c1ccc2c(c1)OCO2)N1CCN(c2ccccc2F)CC1 (centres undefined),i,0.1,64
N#C/C(=C\c1cccc(Br)c1)c1nc2ccccc2s1,i,0.11,73
CCOc1ccc(-c2ccc(=O)n(CCNS(=O)(=O)c3ccc(OC)c(F)c3)n2)cc1,i,0.043,59
COc1ccc(F)cc1S(=O)(=O)N1CCN(CCn2nc(C)cc2C)CC1,i,0.13,73
Cc1ccc(S(=O)(=O)N2CCC(C(=O)Nc3nc4c(C)ccc(C)c4s3)CC2)cc1,i,0.096,40
COc1ccc(S(=O)(=O)N2CCCCC2CC(=O)NC2CCCC2)cc1 (centres undefined),i,0.056,56
CCOC(=O)Cn1c(C2CC(=O)N(CC(C)C)C2)nc2ccccc21 (centres undefined),i,0.035,53
CN(C)C(CNC(=O)C(=O)Nc1ccc2c(c1)OCCO2)c1ccccc1 (centres undefined),i,0.049,103
O=C(/C=C\c1ccc2c(c1)OCO2)Nc1c2c(nn1CC(=O)NCC1CCCO1)CSC2 (centres undefined),i,0.082,59
COc1cn(CC(=O)Nc2cccc(C(F)(F)F)c2)c(CSc2ccc(F)cc2)cc1=O,i,0.1,41
O=c1c(O)c(-c2ccccc2)oc2ccccc12,i,0.11,63
CC1(C)OB(c2ccc(OCCCN3CCOCC3)cc2)OC1(C)C,i,0.064,37
O=S(=O)(Cc1ccccc1Cl)NCC1(O)CCCC1,i,0.085,66
CCOc1cc(C)c(Cl)cc1S(=O)(=O)N1CCCCC1CC (centres undefined),+,0.072*,84*
O=C(c1ccc(Br)o1)N1CCN(c2ncnc3c2nnn3-c2ccccc2)CC1,i,0.024,51
CCc1ccc(N2C(=O)C(Cl)=C(N3CCOCC3)C2=O)cc1,i,0.079,36
O=C(NCc1cccs1)C1CCN(c2ccc(-c3ccc(F)cc3)nn2)CC1,i,0.13,76
CN(C)C(=O)Cc1ccc(NS(=O)(=O)c2ccc3c(c2)OCCO3)cc1,i,0.086,53

Just GluA2 TARP mod and GluA2 TARP mod agonism max-min, for 2 of the compounds above:
structure | GluA2 TARP mod | GluA2 TARP mod agonism max-min
O=S(=O)(Cc1ccccc1Cl)NCC1(O)CCCC1 | i | 0.085
COc1cn(CC(=O)Nc2cccc(C(F)(F)F)c2)c(CSc2ccc(F)cc2)cc1=O | i | 0.1

(next part)
Sequence of screens: GluA2 TARP mod | GluA2 TARP mod agonism max-min | GluA2 TARP mod glutamate slope
Cc1oc(-c2cccc(Cl)c2)nc1CN1N=NC2C(=O)N(c3ccc(F)cc3)C(=O)C21 (centres undefined)
  i | 0.11 | 66
COc1ccc(OC)c(S(=O)(=O)NCC(c2cccs2)N(C)C)c1 (centres undefined)
  i | 0.081 | 63
O=C(CSc1ccc(F)cc1)NCC1CCN(C(=O)c2ccccc2F)CC1
  + | 0.059* | 33*
COc1ccc(N2C(=O)C3N=NN(c4cc(OC)cc(OC)c4)C3C2=O)cc1 (centres undefined)
  i | 0.11&0.054 | 54&104
O=C1NCCc2c(OCC(=O)N3CCCCC3)cccc21
  i | 0.11 | 61
COCc1c(C(=O)Nc2ccccc2C(=O)OC)nnn1-c1ccc(C)cc1
  i | 0.11 | 52
CN(C)CCNC(=O)CCN1C(=O)c2ccccc2S1(=O)=O
  i | 0.059 | 60
CCOc1ccc(-n2nnc(C(=O)Nc3ccccc3CC)c2COC)cc1
  i | 0.11 | 67
Cn1c(=O)c2c(nc(CN3CCN(C(=O)c4ccco4)CC3)n2CC(=O)C(C)(C)C)n(C)c1=O
  i | 0.13 | 59
Cc1ccccc1C(=O)NC(=S)NC1CCS(=O)(=O)C1 (centres undefined)
  i | 0.13 | 45
CCCn1c(=NC(=O)C2=COCCO2)sc2c(C)cc(C)cc21
  i | 0.034 | 37
Cc1ccc(N2CC(C(=O)NCC3CCN(C(=O)/C=C/c4ccco4)CC3)CC2=O)cc1C (centres undefined)
  i | 0.06 | 38
COCCn1cnc2c(-c3ccccc3)cn(CC(=O)Nc3ccccc3Cl)c2c1=O
  i | 0.11&0.044 | 36&112
COC(=O)c1ccc(-c2csc(NC(=O)CS(=O)(=O)Cc3ccccc3)n2)cc1
  i | 0.093 | 55
COc1ccc(Cl)cc1S(=O)(=O)N1CCN(CC(=O)Nc2cc(C(F)(F)F)ccc2Cl)CC1
  i | 0.074 | 37
Cc1[nH]c(=O)[nH]c(=O)c1CC(=O)NCCc1c[nH]c2ccccc12
  i | 0.14 | 55
Cc1[nH]c(=O)[nH]c(=O)c1CC(=O)Nc1cccc(Br)c1
  i | 0.13 | 84
O=C(Cc1csc(NC(=O)C2CCC(=O)N2)n1)NCc1cccs1 (centres undefined)
  i | 0.073 | 43
COc1ccccc1-c1cnn2c(NCCc3ccccc3)cc(C)nc12
  + | 0.13* | 20*
CC(=O)N1CCCc2ccc(NC(=O)C(=O)Nc3ccc(Cl)cc3)cc21
  i | 0.079 | 57
COc1ccc(NC(=O)Nc2cccc(-c3nc4cccnc4s3)c2)cc1OC
  i | 0.097 | 57
O=C(NCc1cccs1)c1csc(NS(=O)(=O)c2cccs2)n1
  i | 0.062 | 42
Cc1ccc(C(C)C)c(OCCNCCN2CCOCC2)c1
  i | 0.041 | 35
Nc1ccc(N2CCOCC2)cc1
  i | 0.032 | 38
CCn1c(=O)c(S(=O)(=O)c2ccccc2)c(O)c2ccccc21
  i | 0.11 | 71
Cc1nn2c(NCc3ccccn3)c3c(nc2c1-c1ccccc1)CCCC3
  i | 0.13 | 60
O=C(Cn1cccn1)NCc1ccc2c(c1)OCO2
  i | 0.12 | 56
COc1cn2c(cc1=O)C(=O)N(CCNC(=O)CC(c1ccccc1)c1ccccc1)CC2
  i | 0.087 | 58
COc1ccc(NC(=O)NCC#CCN2CCc3ccccc3C2)cc1OC
  i | 0.071 | 60

This is a subset. The share of hits here may be higher or lower than overall.
